CHX counter: affects cycloheximide protein synthesis inhibition readout, counter-screen; cell reporter, cycloheximide protein synthesis inhibition counterscreen; max response, %; actives 12% (n = 300,000); AID 2314; in the data active = max response mostly above about 13%, no sharp cut-off; inactive = mostly below about 14%; note: read at 38.3 µM for the half of the compounds with a filed dose; 0% is about no effect
Pf growth 48h: inhibits P. falciparum growth in the first generation, 48 h; P. falciparum luciferase growth in erythrocytes, 48 h; Potency, µM (doses to about 28.7 µM), inactives show at the top dose activity change, negative = inhibition, usual class: inhibitors; actives 5.9% (n = 310,000); note: potency is the fitted concentration of half-maximal effect; % is set by controls: 0 for no effect and ±100 for the full control effect
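Luminescence readout; reporter = integrated firefly luciferase in P. falciparum. RBC culture at 2% hematocrit, 0.1% parasitemia final, 37 C/5% CO2; decreased signal taken as growth inhibition.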
Pf growth 96h: P. falciparum growth inhibition at 96 hours. P. falciparum luciferase reporter growth, 96 h. Potency, µM (series often up to 28.7 µM), inactives show top-dose activity change, negative = inhibition, usual class: inhibitors. actives 6.9% (n = 320,000); note: potency is the fitted concentration of half-maximal effect; % is set by controls: 0 for no effect and ±100 for the full control effect
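P. falciparum expressing integrated firefly luciferase grown in erythrocytes (2% hematocrit, 0.05% parasitemia final) with compounds for 96 hours at 37 C, 5% CO2. Growth inhibition read as loss of luminescence after adding luciferase detection reagent.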
HCV inhibitor: inhibitors of hepatitis C virus infection | Huh7.5.1 HCVcc-Cre infection, luciferase reporter, 44 h | Potency, µM (highest dose often 41.8 µM), without a hit: top-dose activity change, negative = inhibition, actives largely listed as inhibitors | actives 3.4% (n = 340,000); note: potency is the fitted concentration of half-maximal effect; % is set by controls: 0 for no effect and ±100 for the full control effect
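Whole-lifecycle infectious HCVcc-Cre system; cells 1,000/well, compound then virus (~0.5 moi) added 4 h after plating, 44 h culture. Luciferase read 15 sec following 15 min substrate incubation, room temp.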
FBPA Giardia inh: blocks Giardia fructose-bisphosphate aldolase activity. A8B2U2. Potency, µM (series often up to 59.6 µM), without a hit: at the highest dose activity, negative = inhibition, actives largely listed as inhibitors. AID 2451. actives 0.71% (n = 290,000). purified Giardia FBPA; note: potency is the fitted concentration of half-maximal effect; % is set by controls: 0 for no effect and ±100 for the full control effect; nearly all actives have a fitted effect of over 55% in size
Target sequence (A8B2U2 whole entry, looked up): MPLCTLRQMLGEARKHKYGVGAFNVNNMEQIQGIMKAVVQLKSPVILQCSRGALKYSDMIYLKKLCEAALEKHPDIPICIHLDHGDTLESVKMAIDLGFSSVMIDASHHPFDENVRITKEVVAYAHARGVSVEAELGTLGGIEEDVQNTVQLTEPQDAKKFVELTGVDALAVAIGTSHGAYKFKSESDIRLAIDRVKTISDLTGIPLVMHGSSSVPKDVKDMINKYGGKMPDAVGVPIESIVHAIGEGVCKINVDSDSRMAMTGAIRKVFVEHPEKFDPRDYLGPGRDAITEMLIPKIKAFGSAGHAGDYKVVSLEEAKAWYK
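Giardia FBPA (40 nM reagent) was preincubated 10 min at RT with compound (up to 57.5 uM final), then substrate plus GAPDH/TPI/NAD/arsenate coupling system with diaphorase/resazurin was added; resorufin fluorescence (525/598 nm) was read after 20 min.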
Shiga toxin inh: Shiga toxin inhibition; actives 9.2% (n = 290,000); Vero cells, Shiga toxin protein synthesis inhibition reporter; inhibition, % at 38.7 µM; in the data active = inhibition mostly above about 28%, no sharp cut-off; inactive = mostly below about 43%; note: 0% is about no effect
* = called active by the depositor; ? = inconclusive; · = not tested or not shown; [ ] = another dose, or the depositor's remark. Unless noted, calls come from the whole dose curve; as a rule, active = well fitted curve in the direction sought with a large enough effect; inconclusive = small, poorly fitted or top-dose-only effect, or another doubt; inactive = no such curve, though single readings can be large; an effect the other way counts as inactive or inconclusive.

Structure | CHX counter | Pf growth 48h | Pf growth 96h | HCV inhibitor | FBPA Giardia inh | Shiga toxin inh
O=C(Cc1cn2ccsc2n1)Nc1ccccn1 | 1 | 32%[activator] | ? | 1% | 0% | 33
C[C@H]1CC[C@@H]2[C@@H](C)[C@H]3C(CC4C5CC=C6CC(O[C@@H]7O[C@H](CO)C(O[C@@H]8O[C@@H](C)[C@H](O)[C@@H](O)[C@H]8O)[C@H](O)[C@H]7O[C@@H]7O[C@@H](C)[C@H](O)[C@@H](O)[C@H]7O)CC[C@]6(C)C5CC[C@@]43C)N2C1 (stereo partly specified) | -13 | · | · | · | -5% | -9
CCCNS(=O)(=O)c1ccc(CCC(=O)N2CCCC2)cc1 | 1 | -17% | -26% | -7% | 3% | 19
C=CCNC(=O)c1cnc2n(c1=O)CCS2 | -1 | 2% | 0% | 0% | -4% | 10
O=c1c2ccccc2oc2ccc(NCCCN3CCOCC3)cc12 | 36* | 312%[activator] | 216%[activator] | ? | 1% | 43*
Cc1cc(Cl)ccc1OCC(=O)N1CCN(C)CC1 | -1 | 27% | 81%[activator] | 9% | 6% | -12
Cc1ccc(S(=O)(=O)CCC(=O)Nc2nc3c(s2)CCCC3)cc1 | -3 | 0% | -24% | 6% | 0% | -22
CC1CCN(c2oc(-c3ccco3)nc2S(=O)(=O)c2ccccc2)CC1 | 1 | -17% | 4.7µM* | -8% | · | 12
CCCCN1C=C(C(=O)OC)C(c2ccccc2C(F)(F)F)C(C(=O)OC)=C1 | -2 | · | 0.52µM* | 1% | 6% | -23
COc1cc(C(=O)N/N=C/c2sccc2C)cc(OC)c1OC | -2 | -13% | -13% | ? | 1% | 26
CCn1ccnc1CN1CCCC(C(=O)c2ccc(OC)cc2OC)C1 (stereo unspecified) | -5 | 5% | 137%[activator] | ? | 0% | -9
COc1cccc(/C=N/Nc2nccnc2Cl)c1O | 13* | ? | -3% | 2.5µM* | 10% | 34
CCCCn1c(SCC(=O)N2CCN(c3ccccc3)CC2)nc2ccsc2c1=O | 8 | ? | 5% | · | 1% | -12
COc1ccc(C(c2nnnn2Cc2ccccc2)N2CCN(c3nc4ccccc4s3)CC2)cc1 (stereo unspecified) | -3 | 5.2µM* | · | ? | -3% | -8
O=c1ccc(Oc2nc(N3CCCCC3)nc(N3CCCCC3)n2)n[nH]1 | -6 | 14% | 3.7µM* | ? | 0% | 12
N#C/C=C1/NC(=O)c2ccccc2S1 | 1 | 3% | 4% | 18% | -8% | 71*
COc1cc(NC(C)CCc2ccccc2)cc(OC)c1OC (stereo unspecified) | -3 | -22% | 3.7µM* | -4% | 13µM* | -8
CCOc1cc(NC(=S)NCC2CCCO2)c(OCC)cc1NC(=O)c1ccccc1 (stereo unspecified) | -3 | ? | ? | 8.9µM* | -5% | 8
CC(=O)c1ccc(OCc2cc([N+](=O)[O-])cc3c2OCOC3)cc1 | 13 | -14% | ? | ? | 1% | -2
CCOC(=O)CNC(=O)CSc1nnc(-c2cccc(OC)c2)n1CC | -3 | 5% | -8% | 13% | -6% | -12
COCc1nnc(NC(=O)CCCOc2ccccc2OC)s1 | -5 | 2% | ? | 14% | 0% | 20
CCCCCc1c(O)nc(SCCN2CCOCC2)[nH]c1=O | 4 | 22% | 6% | 9% | -8% | -19
Cn1nnnc1SCc1cccc2ccccc12 | 7 | 23% | -7% | 0% | -2% | 25
COc1ccc(N2CCN(C(=O)CNC(=O)Cc3ccc(Cl)cc3)CC2)cc1 | -2 | -5% | 12% | · | · | -11
O=C(NCCCNC(=O)c1ccccc1F)c1ccco1 | -5 | 15% | 20% | 13% | -3% | -6
O=C(NCc1nc2ccccc2[nH]1)c1c(F)c(F)c(F)c(F)c1F | -5 | -17% | 40%[activator][5.75 µM] | -13% | -5% | 12
C=CCn1c(SCC(=O)c2[nH]c(C)c(C(=O)OC)c2C)nc2scc(-c3ccc(OC)c(OC)c3)c2c1=O | -2 | ? | 2.9µM* | ? | 4% | -10
COc1ccc(C)cc1S(=O)(=O)Nc1ccc(F)cc1 | 8 | 4% | · | -15% | -6% | -14
O=C(CSc1nc2ccccc2n1Cc1ccccc1)N/N=C/c1ccccc1C(=O)O | -1 | ? | -13% | 10% | -3% | 23
CCOc1cc(/C=N/NS(=O)(=O)c2ccc(OC)cc2)ccc1OCCN1CCOCC1 | -2 | 0% | 5.2µM* | 6% | 8% | 2
CCc1nc(NCCc2ccccn2)c2nnn(Cc3ccccc3F)c2n1 | 15 | ? | ? | ? | 3% | -2
CC(C)NC(=O)CC(c1ccccc1)c1cc(Br)ccc1O (stereo unspecified) | -6 | · | ? | ? | 1% | -12
CCN(c1cccc2ccccc12)S(=O)(=O)c1ccc(Cl)nc1 | 1 | ? | ? | -5% | -9% | 20
NS(=O)(=O)c1ccc(CCNC(=O)COC(=O)CCc2ccccc2)cc1 | 1 | 17% | -1% | 2% | 4% | -19
CCN(CC)CCOc1ncnc2c1oc1ccccc12 | -4 | 25% | 2% | 5% | -7% | -6
CCn1c(Cc2ccccc2)nnc1SCc1ccc([N+](=O)[O-])cc1 | -3 | -6% | 112%[activator] | -4% | -1% | -14
COc1cccc(/C=N/Nc2cc(-n3nc(C)cc3-c3ccccc3)ncn2)c1O | -4 | 5.9µM* | -14% | 5.6µM* | 6% | -12
CCOC(=O)c1[nH]c2ccccc2c1NC(=O)c1ccc(S(=O)(=O)N(C)C)cc1 | -4 | 10µM* | 10µM* | 7% | -4% | -20
CCOC(=O)c1cnc(Nc2nc3ccccc3o2)nc1CSC(=S)N1CCCCC1 | 11 | ? | ? | 0% | 17% | 37
COc1ccc(C(=O)NC2CC2)cc1OC1CCN(Cc2cnn(C)c2)CC1 | 0 | 3% | ? | 18% | · | 14
CCOc1ccccc1C(=O)N1CCC(n2nnc3cc(C(F)(F)F)ccc32)CC1 | -3 | ? | 23% | ? | 2% | -10
O=C(OCc1cccc([N+](=O)[O-])c1)c1ccc[nH]c1=O | -5 | 3% | 25% | 5% | 7% | 18
O=C(O)c1ccc(S(=O)(=O)N[C@H](Cc2ccccc2)C(=O)O)cc1 | -7 | · | · | · | 0% | -5
CN(C)c1ccc(/C=N/N=C(N)N)cc1[N+](=O)[O-] | -1 | 2.1µM* | 281%[activator] | 1% | -5% | 3
O=c1c2ccccc2c(/C=N/n2cnnc2)c(O)n1-c1ccccc1F | -3 | -9% | 11% | -3% | 0% | 13
COc1ccc(CNC(=O)c2c(N)n(CCCN3CCOCC3)c3nc4ccccc4nc23)cc1 | -4 | · | ? | ? | -26% | -5
O=C(c1cccs1)N1CCN(c2ncccn2)CC1 | 14 | · | -1% | 15% | -1% | -14
Nc1ccc(S(=O)(=O)NCc2ccccn2)cc1 | -2 | 31%[activator] | 6% | 9% | -5% | 3
Fc1ccc(-c2cnc3n2CCCCC3)cc1 | 2 | 185%[activator] | ? | ? | 8% | 23
Cc1ccc(NC(=O)CN(c2cc(C)cc(C)c2)S(=O)(=O)c2c(C)noc2C)nc1 | 2 | · | ? | -9% | -8% | 22
C=CCNC(=O)c1cc(-c2ccc3c(c2)OCO3)on1 | 35* | 111%[activator] | 7% | 5% | 2% | 26
CCOc1ccc(-n2ccnc2)nn1 | 0 | 12% | 3% | 15% | 3% | -10
O=C(O)CNS(=O)(=O)c1c(Cl)cccc1Cl | -1 | 7% | 44%[activator] | -3% | 1% | -8
O=C(NNC(=O)C1CCCCC1)c1ccncc1 | -1 | 41%[activator] | 0% | 10% | -1% | -12
Cc1ccc(S(=O)(=O)c2cc3ccccc3oc2=O)cc1 | -6 | 60%[activator] | 9% | 4% | 1% | -19
CN(C)CCOC(=O)/C(=C/c1cn(C)c2ccccc12)NC(=O)c1ccccc1 | 0 | 40%[activator] | 81%[activator] | ? | 8% | 8
Cc1ccc(Cc2c(C)nc3nc(SCC(=O)N4CCC5(CC4)OCCO5)nn3c2C)cc1 | -6 | -14% | 18% | -24% | 5% | -26
COc1cccc2c1cc1c(=O)n(CC(=O)N3CCCCCC3)nc(C)n12 | 5 | -1% | ? | -17% | · | -13
O=C1OCC/C1=C\c1ccc2c(c1)OCO2 | 4 | ? | 47%[activator] | 11% | 3% | 30
CCS(=O)(=O)c1ccc2c(c1)N(S(=O)(=O)c1ccc(Cl)cc1)CC(C(=O)O)O2 (stereo unspecified) | -2 | 8%[5.75 µM] | -11%[5.75 µM] | 5% | 12% | -4

Molecules listed so far with a CF3 group (two):
Structure | CHX counter | Pf growth 48h | Pf growth 96h | HCV inhibitor | FBPA Giardia inh | Shiga toxin inh
CCCCN1C=C(C(=O)OC)C(c2ccccc2C(F)(F)F)C(C(=O)OC)=C1 | -2 | · | 0.52µM* | 1% | 6% | -23
CCOc1ccccc1C(=O)N1CCC(n2nnc3cc(C(F)(F)F)ccc32)CC1 | -3 | ? | 23% | ? | 2% | -10

The list goes on:
Structure | CHX counter | Pf growth 48h | Pf growth 96h | HCV inhibitor | FBPA Giardia inh | Shiga toxin inh
Cc1cccc(N2CCN(C(=O)c3cc4ccccc4oc3=O)CC2)c1C | 20* | -4% | ? | -7% | 0% | 17
COc1ccccc1NS(=O)(=O)c1cc(NC(=O)c2sc3cc(Cl)ccc3c2Cl)ccc1C | -4 | -25% | ? | 7% | 4% | -15
O=C(COC(=O)CCC(=O)c1ccccc1)NNC(=O)c1ccc(Cl)cc1 | · | ? | 3% | 11% | · | ·
O=[N+]([O-])c1cccc(CSc2nc3ccccc3[nH]2)c1 | 13* | -38% | 65%[activator] | -9% | -26% | 38
COC(=O)CC1COc2ccccc2N1C(=O)c1ccc(C(C)(C)C)cc1 (stereo unspecified) | -2 | ? | ? | ? | 1% | 3
COc1cc(NS(=O)(=O)c2cn(C)cn2)cc(OC)c1OC | -9 | 21% | ? | 9% | · | 2
COc1ccc(S(=O)(=O)N2CCOCC2)cc1NC(=O)CN1CCC(Cc2ccccc2)CC1 | -3 | 12µM* | 4.7µM* | 10µM* | -6% | -13
CCOC(=O)Cn1c(=O)oc2cc(S(=O)(=O)N3CCCC(C(=O)OCC)C3)ccc21 (stereo unspecified) | -1 | · | 10µM* | 4% | 5% | -20
O=C(OCC(=O)c1ccc(Cl)s1)c1cnccn1 | 1 | 9% | 34%[activator] | 20% | -3% | -2
CCCCN(C(=O)c1nn(C)c(=O)c2ccccc12)c1c(N)n(CC(C)C)c(=O)[nH]c1=O | · | -18% | 13% | 3% | · | ·
CC(C)(C)NC(=O)CSc1ccc(S(=O)(=O)N2CCOCC2)cn1 | · | ? | ? | -36% | · | ·
COc1ccc(OC)c(NC(=O)COC(=O)c2nc(Cl)ccc2Cl)c1 | -3 | 15% | -45%[5.75 µM] | 15% | -3% | 7
CC(=O)NCCC(=O)Nc1cc(F)ccc1C | -3 | · | -19% | 8% | 0% | -12
O=C(c1ccc(C(F)(F)F)cc1)C1CCCN(C(=O)CCn2cncn2)C1 (stereo unspecified) | 18 | 4% | ? | 1% | -3% | 6
COC(=O)c1ccc(COn2nnc3ccccc32)cc1 | 39* | 306%[activator] | 295%[activator] | 6% | -1% | 97*
Cc1ccccc1CN1C(=O)c2ccccc2Sc2ccc(C(=O)NCCN3CCOCC3)cc21 | -3 | 8.3µM* | ? | ? | 0% | 9
CSCc1ccc(C(=O)NCc2ccc(F)cc2)cc1 | 3 | -5% | 43%[activator] | -16% | -3% | -52
CCN(C(=O)CSc1nc2cc(S(=O)(=O)N(CC)CC)ccc2o1)C1CCS(=O)(=O)C1 (stereo unspecified) | -2 | ? | ? | ? | -2% | 6
CCN(C(=O)CCc1nnc2ccc(N3CCC4(CC3)OCCO4)nn12)c1ccccc1 | -2 | -6% | ? | 3% | 2% | -7
CS(=O)(=O)c1ccc(Cl)c(NC(=O)CSc2nc3ccccc3c(=O)n2CCCN2CCOCC2)c1 | -3 | ? | 7.4µM* | -22% | 0% | -4
CCOc1ccc2nc(NC(NC(C)=O)(C(=O)OC)C(F)(F)F)sc2c1 (stereo unspecified) | 5 | 5% | 7.4µM* | 8% | -7% | -16
COc1ccc(CNC(=O)CSc2nnc3c(Cl)cc(C(F)(F)F)cn23)cc1OC | 15 | ? | ? | 33%[activator] | -14% | 11
